Runt-CBFb FRET – inhibitors of RUNX1 Runt–CBFb binding, primary screen, biochemical, FRET, Cerulean-Runt, Venus-CBFb, uHTS; AID 1496, 2009; inhibition, % at 20 µM; 220,000 compounds, 0.46% hits; Runt-related transcription factor 1 (Homo sapiens) + Core-binding factor subunit beta …; Cerulean-Runt/Venus-CBFb FRET ratio 530/480, 1 h;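 active = inhibition over about 50% at 20 µM in the single-dose screen, limit read from the data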;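 note: 0% = DMSO wells and 100% = excess unlabeled CBFb competitor control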
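Measured by: fluorescence energy transfer, 422 nm excitation, 530/480 nm emission; Assay system: Cerulean-Runt domain; Medium: Tris pH 7.5 buffer with BSA; Measure: loss of energy transfer signal; Controls: 5 µM unlabeled CBFb as full-inhibition high control; Incubation: protein complex preformed 1 h, compound exposure 1 h, room temperature, dark.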
EBV gp42 block – Epstein-Barr virus gp42 inhibitors, primary screen, biochemical, uHTS, fluorescence polarization. Glycoprotein 42 (Epstein-Barr virus (strain AG876)), Q1HVG2. Fluorescence polarization binding assay, mP read-out. inhibition, % (tested at 21.74 µM). 220,000 compounds, 0.42% hits; in the data active = inhibition above about 50%
Target sequence (Q1HVG2 whole entry, looked up): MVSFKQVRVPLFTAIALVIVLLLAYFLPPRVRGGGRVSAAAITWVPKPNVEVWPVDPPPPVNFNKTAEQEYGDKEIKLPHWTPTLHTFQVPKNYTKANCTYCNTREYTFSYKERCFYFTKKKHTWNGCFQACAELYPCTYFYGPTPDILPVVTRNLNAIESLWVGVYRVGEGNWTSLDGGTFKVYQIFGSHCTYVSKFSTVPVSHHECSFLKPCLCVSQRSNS
Furin inh – human furin inhibitors, primary screen, biochemical, fluorescence intensity; P09958; purified furin, fluorogenic substrate cleavage; inhibition, % at 30 µM; 220,000 compounds, 0.061% hits; AID 463115, 2010; in the data active = inhibition above about 25%; note: inactives centre near -15
Target sequence (P09958 108-714 limits assumed): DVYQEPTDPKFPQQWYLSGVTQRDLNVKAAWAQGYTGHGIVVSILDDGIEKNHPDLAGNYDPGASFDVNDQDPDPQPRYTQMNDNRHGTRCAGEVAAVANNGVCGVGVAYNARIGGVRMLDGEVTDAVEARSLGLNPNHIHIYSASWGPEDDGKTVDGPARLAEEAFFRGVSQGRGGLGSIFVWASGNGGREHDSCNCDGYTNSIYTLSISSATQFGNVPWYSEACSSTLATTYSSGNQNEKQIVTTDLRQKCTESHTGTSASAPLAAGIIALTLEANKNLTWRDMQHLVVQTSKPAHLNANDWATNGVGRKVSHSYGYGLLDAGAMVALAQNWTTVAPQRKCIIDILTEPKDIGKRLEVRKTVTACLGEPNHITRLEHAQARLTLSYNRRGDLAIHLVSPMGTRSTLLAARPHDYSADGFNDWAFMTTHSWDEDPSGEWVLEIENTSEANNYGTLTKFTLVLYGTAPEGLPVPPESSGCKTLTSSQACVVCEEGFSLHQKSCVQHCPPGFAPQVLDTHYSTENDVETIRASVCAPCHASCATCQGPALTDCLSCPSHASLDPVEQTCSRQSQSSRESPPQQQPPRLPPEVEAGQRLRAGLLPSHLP
Runt-SMMHC FRET – inhibitors of RUNX1 Runt–CBFb-SMMHC binding, primary screen, biochemical, FRET, Cerulean-Runt, Venus-CBFb-SMMHC, uHTS. Runt-related transcription factor 1 (Homo sapiens) + Core-binding factor subunit beta …. Cerulean-Runt/Venus-CBFb-SMMHC FRET ratio 530/480, 1 h. inhibition, % at 20 µM. 220,000 compounds, 0.74% hits. AID 1434, 2008;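 active = mean inhibition across duplicate retests at 20 µM reaching about 50%, limit read from the data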;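 note: 0% = DMSO wells and 100% = wells with excess untagged CBFb-SMMHC; inhibitors lower the FRET ratio by blocking Runt binding to CBFb-SMMHC; some results filed as inactive read as strong as hits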
NCF1 inh – p47phox/p22phox peptide binding inhibitors, primary screen, biochemical, uHTS, NADPH oxidase regulatory subunit; Neutrophil cytosol factor 1 (Homo sapiens), P14598; 220,000 compounds, 0.53% hits; AID 1274, 2008; fluorescence polarization, 2 h; inhibition, % at 24.7 µM;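 active = inhibition above about 30%, limit read from the data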;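 note: 0% = p47phox with labelled peptide and 100% = labelled peptide alone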
m-calpain inh – inhibitors of pig calpain II, primary screen, biochemical, fluorogenic peptide substrate, 1536-well; purified calpain II, 30 min; inhibition, % at 16 µM; 220,000 compounds, 0.37% hits; AID 1236, 2008;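 active = inhibition above about 50%, limit read from the data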
p97 inhibitor – inhibitors of human p97 ATPase, primary screen, biochemical; 220,000 compounds, 0.42% hits; inhibition, % at 8 µM; AID 1481, 2009; recombinant p97 ATPase, Kinase-Glo ATP luminescence, 3 h; in the data active = inhibition above about 15%;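 note: 0% = DMSO vehicle and 100% = wells lacking enzyme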
RBBP9 inh – human RBBP9 inhibitors, primary screen, biochemical, fluorescence polarization, FP-Rh probe, HTS; Serine hydrolase RBBP9 (Homo sapiens), O75884; recombinant RBBP9; inhibition, % at 7.94 µM; 220,000 compounds, 0.2% hits; AID 1515, 2009;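 active = inhibition above the campaign mean of all tested compounds plus 3 SD, cut at about 14% in these data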;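 note: plate controls were DMSO wells with RBBP9 for no effect and wells lacking RBBP9 protein for full effect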
Target sequence (O75884 whole entry, looked up): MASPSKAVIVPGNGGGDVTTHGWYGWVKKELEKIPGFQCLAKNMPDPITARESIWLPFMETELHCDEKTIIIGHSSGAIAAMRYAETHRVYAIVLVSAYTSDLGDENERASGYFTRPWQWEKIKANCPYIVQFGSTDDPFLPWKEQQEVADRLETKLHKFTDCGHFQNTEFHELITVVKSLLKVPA
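Measured by – fluorescence polarization · Test system – RBBP9 protein · Input – 2.5 µM RBBP9 dispensing solution, before mixing · Measure – percent inhibition from mP, scaled between DMSO and no-protein wells · Benchmarks – DMSO-treated enzyme wells and wells lacking RBBP9 · Times – preincubation 30 min plus labeling 45 min at 25 °C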
Tb hexokinase – Trypanosoma brucei hexokinase 1 inhibitors, primary screen, biochemical, G6PDH-coupled NADH absorbance, MLSCN library. hexokinase 1 [Trypanosoma brucei]. recombinant TbHK1, G6PDH-coupled NADH A340. inhibition, % at 10 µM. 220,000 compounds, 0.11% hits;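 active = inhibition of 50% or more in the single-dose primary screen; inactive = inhibition below 50%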
Numbers without * were called inactive; i = inactive; · = not tested or not shown; [ ] = dose if it differs, or a comment.

SMILES	Runt-CBFb FRET	EBV gp42 block	Furin inh	Runt-SMMHC FRET	NCF1 inh	m-calpain inh	p97 inhibitor	RBBP9 inh	Tb hexokinase
O=C(NCCCN1CCOCC1)c1cc(-c2cccs2)on1	1	-18	-21	0	-14	-11	0	2	-4
CCC(NC(=O)Nc1ncccc1C)(C(F)(F)F)C(F)(F)F	-2	-15	-20	-6	-6	25	3	-6	2
c1ccc(C[n+]2cccc3c4ccccc4ccc32)cc1	0	-14	-60[20 µM]	-2	6	-302	4	-1	-5
O=C(CN1CCCC1)N1CCCc2c1c(=O)oc1ccc(OCc3ccccc3)cc21	-2	·	-32	2	·	·	1	2	-9
CNC(=O)/C(=C\c1cccc(Oc2ccccc2)c1)NC(=O)c1ccccc1	8	-5	-18	6	-5	-2	0	-8	1
CCOc1ccc(/C=N/Nc2ccccn2)cc1OC	0	2	-14	-3	-4	24	-4	-10	-36
CC(C)(C)C(=O)Cn1ncc(N2CCOCC2)c(Br)c1=O	-1	-7	-19	-1	-3	-16	0	-6	-10
Cc1c(C(=O)O)oc2ccc(S(=O)(=O)N3CCC(C)CC3)cc12	-2	2	-10	-1	17	21	0	-5	1
O=C1CCCC(O)=C1N=Nc1c(Cl)cc(Cl)cc1Cl	3	-9	4	0	-6	0	3	2	-31
N#Cc1c(N2C(=O)C3C4C=CC(C4)C3C2=O)sc2c1CCC2 (stereo not given)	0	4	-11[20 µM]	-1	-3	14	6	8	7
CC(=O)NC1N=C(C)N(c2ccccc2)C1=O (stereo not given)	-26	-12	-15[20 µM]	11	-15	-61	5	2	-5
Cn1cc(C(=O)N2CCc3ccccc3C2)c(=O)c2cc(S(=O)(=O)N3CCCCC3)ccc21	-2	-6	-21	1	-6	-12	-1	-5	-15
O=C(O)c1cccc(N=NN2CCOCC2)c1	·	-20	-15	·	-7	-20	7	0	-8
Cc1[nH]c2ccc3c(ncn3CCC#N)c2c1C	3	-20	-26[20 µM]	-8	-23	-22	3	-6	-2
CN1CCN(S(=O)(=O)c2cccc(C(=O)N(c3ccccn3)C3CCCCC3)c2)CC1	0	-29	-26	2	-3	2	3	-8	-1
O=C(NCC(c1ccco1)N1CCN(c2ccc(F)cc2)CC1)OCc1ccccc1 (stereo not given)	-2	-11	-16	2	-3	12	-3	-9	-1
CCC(C)NC(=O)CSc1nc2ccsc2c(=O)n1NC(=O)c1ccccc1 (stereo not given)	1	2	-14[20 µM]	-1	-11	22	0	-4	-4
N#C/C(=C/c1ccc2c(c1)OCO2)C(=O)Nc1ccc(O)cc1	4	-1	-8	-5	-4	22	3	-12	-12
CCCCN(CC(=O)NCc1ccc(F)cc1)C(=O)c1ccco1	2	-6	-6	0	-5	17	-7	-6	7
O=C(COC(=O)c1ccccc1)NCc1ccco1	-1	24	-11	-10	-13	-107	2	-6	3
O=c1nc2cccc3c2=c(/c1=C(\O)c1ccccc1)c1ccccc1c3=O	-8	28	-16	-26	-19	29	4	-5	-8
COc1cccc(CNc2nc(-c3cccnc3)nc3ccccc23)c1	-4	9	-23	1	-17	25	4	-12	-3
O=C(CN1CCOCC1)NCc1ccccc1	7	-11	-9[20 µM]	-1	43*	-10	-2	-4	0
Cn1c(COc2cccc3ccccc23)nnc1SCC(=O)OC1CCCCC1	-4	-11	-7	0	-8	28	-7	5	-8
O=C(Nc1ccccc1)c1cccc(C(F)(F)F)c1	-3	-4	-4	0	3	16	-2	-8	-7

Carrying on.
SMILES	Runt-CBFb FRET	EBV gp42 block	Furin inh	Runt-SMMHC FRET	NCF1 inh	m-calpain inh	p97 inhibitor	RBBP9 inh	Tb hexokinase
Cc1ccccc1-n1c(-c2ccco2)n[nH]c1=S	9	-10	-19	6	-4	-16	-4	-8	-2
NC(=O)c1nn(-c2ccccc2)nc1NC(=O)CN1CCCC1	1	-11	-12	2	-8	-54	3	6	-11
CCC(C)NS(=O)(=O)c1ccc(NC(=O)C(Sc2ccccc2)c2ccccc2)cc1 (stereo not given)	0	-22	-20	1	-38	17	7	-50	5
CCOC(=O)N1CCC(NCCNC(=O)c2ccccc2)CC1	-1	-11	-7[20 µM]	-5	-6	-16	7	-7	-1
Cc1ccc(S(=O)(=O)NCCC(=O)Nc2nccs2)cc1	0	0	-13	0	-2	-18	1	-5	0
CCOc1ccc(C(=O)NNC2CC(=O)N(CCc3ccccc3)C2=O)cc1OC (stereo not given)	0	7	2	3	5	14	-8	-11	40
CC1(C)CC(O)C(CCC(O)c2ccccc2)C(C)(C)N1 (stereo not given)	-1	-3	-17	5	-10	-16	0	-2	1
CCCNC(=O)Cn1cnc2sc(C(=O)N3CCCC(C(=O)OCC)C3)c(C)c2c1=O (stereo not given)	-1	-29	-18	4	1	5	-2	-8	-5
COc1ccccc1C(=O)NC(CCSC)C(=O)NCC(c1ccco1)N(C)C (stereo not given)	0	-3	-20	0	-4	3	-3	2	-2
COC(=O)C1=C(CSCc2ccco2)NC(=O)NC1c1cc(C)ccc1C (stereo not given)	9	-9	-18[20 µM]	7	-24	-29	0	1	12
Cc1ccc2cc(-c3noc(C4CCCCC4)n3)c(=O)[nH]c2c1	1	-9	-21	-1	-1	13	1	3	-14
CCOC(=O)C1(Cc2cccc(F)c2)CCN(C(=O)Cc2cccnc2)CC1	0	-3	-32	1	7	-28	1	1	1
Cc1ncc(CN2CCC(CO)(Cc3ccccc3)CC2)s1	1	-6	0	-5	-7	15	0	-2	8
Cc1cc(C(=O)CNCc2ccco2)c(C)n1-c1ccc(F)cc1	-2	5	-15	-4	2	-5	-1	-8	3
COc1cc(NC(=O)c2ccc(COCC(F)(F)F)o2)cc(OC)c1OC	-1	-7	-5[20 µM]	-2	-8	-10	-8	-4	6
Cc1ccc(-c2ccc(CCC(=O)O)n2NC(N)=S)cc1	8	2	-2	1	0	-21	7	2	1
CC(=O)CCc1oc2ccc(C)cc2c1-c1ccc(C)o1	·	-2	-28	·	-16	-18	7	-5	-6
O=C(COc1ccc(-c2nnco2)cc1)N1CCN(S(=O)(=O)c2ccccc2)CC1	28	-10	-30	-1	-2	13	2	-4	-4
CCC1(CC)NC(=O)N(CC(=O)OCC(=O)NC(=O)c2ccc(Cl)cc2)C1=O	0	-6	-35	-3	·	-23	5	0	-5
CC(=O)NC(=S)Nc1sc2c(c1C(N)=O)CCC(C)C2 (stereo not given)	12	-4	-27	3	-10	-44	5	1	-9
Cc1nc(SCC(=O)NCc2ccco2)[nH]c(=O)c1C	-3	-5	-11[20 µM]	0	-6	-38	4	-4	2
Cc1ccc(C2C3CN(C(C)C)CC=C3C(C#N)=C(N)C2(C#N)C#N)cc1 (stereo not given)	81*	89*	·	63*	-23	-186	·	·	·
COc1ccc(C2=NOC(COC(=O)c3ccc4ccccc4n3)C2)cc1 (stereo not given)	-1	-6	-17	2	-2	-3	2	4	-6
CC(C)Oc1ccc(C(=O)Nc2ccc([N+](=O)[O-])cc2)cc1	0	-4	-15	-1	-1	-47	3	0	-12
Cc1cc(NC(=O)CSc2nc3c(c(=O)n2-c2ccc(Cl)cc2)SCC3)no1	·	·	-12[20 µM]	·	·	·	4	-2	-6
N#Cc1nc(COc2cccc(Cl)c2)oc1N1CCN(c2ccccc2)CC1	2	-18	-16	0	-19	30	2	-2	3
O=C1CN(C(=O)c2ccccn2)c2ccccc2N1	-2	-1	-18	0	-8	5	7	3	-1
CCN(CC)CCn1cnc2c([nH]c3cccc(OC)c32)c1=O	2	-4	-13[20 µM]	2	-16	i	-3	4	-13
O=C(NNC(=O)c1cc(-c2cccnc2)nc2ccccc12)Nc1ccc(Cl)cc1	-1	-14	-20	-2	-1	-82	-2	-12	-13
Cc1ccccc1Nc1c(-c2ccccn2)nc2ccccn12	-3	9	-13	2	5	-19	3	-2	-4

Pulled by structure from above, 5 records:
SMILES	Runt-CBFb FRET	EBV gp42 block	Furin inh	Runt-SMMHC FRET	NCF1 inh	m-calpain inh	p97 inhibitor	RBBP9 inh	Tb hexokinase
O=C1CN(C(=O)c2ccccn2)c2ccccc2N1	-2	-1	-18	0	-8	5	7	3	-1
CC1(C)CC(O)C(CCC(O)c2ccccc2)C(C)(C)N1 (stereo not given)	-1	-3	-17	5	-10	-16	0	-2	1
Cc1ccc(C2C3CN(C(C)C)CC=C3C(C#N)=C(N)C2(C#N)C#N)cc1 (stereo not given)	81*	89*	·	63*	-23	-186	·	·	·
Cc1ncc(CN2CCC(CO)(Cc3ccccc3)CC2)s1	1	-6	0	-5	-7	15	0	-2	8
Cc1ccc(S(=O)(=O)NCCC(=O)Nc2nccs2)cc1	0	0	-13	0	-2	-18	1	-5	0

Two neighbouring entries out of the list so far, quoted:
SMILES	Runt-CBFb FRET	EBV gp42 block	Furin inh	Runt-SMMHC FRET	NCF1 inh	m-calpain inh	p97 inhibitor	RBBP9 inh	Tb hexokinase
O=C(NCCCN1CCOCC1)c1cc(-c2cccs2)on1	1	-18	-21	0	-14	-11	0	2	-4
CCC(NC(=O)Nc1ncccc1C)(C(F)(F)F)C(F)(F)F	-2	-15	-20	-6	-6	25	3	-6	2

Part of the list above in order of molecular weight, lowest first:
SMILES	Runt-CBFb FRET	EBV gp42 block	Furin inh	Runt-SMMHC FRET	NCF1 inh	m-calpain inh	p97 inhibitor	RBBP9 inh	Tb hexokinase
CC(=O)CCc1oc2ccc(C)cc2c1-c1ccc(C)o1	·	-2	-28	·	-16	-18	7	-5	-6
Cc1ccc(-c2ccc(CCC(=O)O)n2NC(N)=S)cc1	8	2	-2	1	0	-21	7	2	1
CCOC(=O)N1CCC(NCCNC(=O)c2ccccc2)CC1	-1	-11	-7[20 µM]	-5	-6	-16	7	-7	-1
CCOC(=O)C1(Cc2cccc(F)c2)CCN(C(=O)Cc2cccnc2)CC1	0	-3	-32	1	7	-28	1	1	1
